RORA act: activators of human nuclear receptor RORA. P35398. CHO-K1 Gal4-RORA LBD luciferase reporter, luminescence; percent increase over mock-subtracted basal signal. activation, % at 10 µM. hit rate 1.5% among 65,000. AID 560;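 active = activation above the mean of all tested compounds plus 3 SD, cut at about 49% in these data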;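 note: 0% = DMSO-treated RORA cells and 100% = added signal equal to DMSO minus mock-transfected cells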
TNAP act mid DEA: activators of human TNAP at intermediate phosphate acceptor. P05186. purified TNAP, CDP-star luminescence, 100 mM DEA, 30 min; hits give high values; scale: 0 levamisole-inhibited, 1 vehicle-only enzyme. activation factor at 20 µM. 64,000 tested, under 10 active;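 active = activation factor of at least 2 at 20 µM, relative to controls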
5-HT1A blocker: antagonists of human 5-HT1a serotonin receptor | P08908 | CHO 5-HT1a Ga15 NFAT-bla reporter, antagonist mode | inhibition, % at 10 µM | hit rate 0.68% among 62,000;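 active = inhibition above the mean of all tested compounds plus 3 SD, cut at about 43% in these data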;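 note: receptor stimulated by 5-CT agonist at 100 nM near EC80; beta-lactamase reporter measured by ratiometric fluorescence of a cleavable substrate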
Target sequence (P08908 whole entry, looked up): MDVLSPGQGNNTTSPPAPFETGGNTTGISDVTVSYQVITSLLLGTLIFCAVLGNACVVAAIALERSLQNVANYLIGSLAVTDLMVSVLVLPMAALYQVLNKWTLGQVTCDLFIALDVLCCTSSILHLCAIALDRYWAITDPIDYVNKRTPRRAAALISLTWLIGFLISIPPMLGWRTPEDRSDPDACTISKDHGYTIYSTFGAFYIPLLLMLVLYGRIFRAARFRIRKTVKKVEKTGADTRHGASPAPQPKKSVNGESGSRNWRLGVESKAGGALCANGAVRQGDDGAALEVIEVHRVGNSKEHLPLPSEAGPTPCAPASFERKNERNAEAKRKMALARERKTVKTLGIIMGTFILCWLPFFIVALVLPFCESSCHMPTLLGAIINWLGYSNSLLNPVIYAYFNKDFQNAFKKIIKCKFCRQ
MMP13 inh: inhibitors of human MMP13; MMP-13 fTHP FRET cleavage, Mca fluorescence; inhibition, % at 4 µM; hit rate 0.07% among 65,000; P45452;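 active = inhibition above the mean of compound-free control plate wells plus 3 SD, cut at about 14% in these data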;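 note: 0% = DMSO wells and 100% = wells with reference MMP-13 inhibitor after basal subtraction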
5HT1a ag: 5-HT1a (human) receptor agonism | hit rate 0.56% among 65,000 | CHO 5-HT1a Ga15 NFAT-bla reporter, FRET ratio; 0% basal, 100% maximal reference agonist | AID 567 | activation, % at 10 µM;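 active = activation above the screen-wide mean activation plus 3 SD, cut at about 19% in these data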;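 note: 0% = DMSO wells and 100% = 5-CT at EC100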
Abs 340nm: absorbance at 340 nm; fold change at 10 µM; 65,000 tested, under 10 active; compound absorbance at 340 nm, fold over control;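 active = at 10 µM dose, initial 340 nm absorbance at least 2 fold that of control wells; inactive = change under 2 fold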;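 note: initial absorbance extrapolated from kinetic A340 decline of NADH oxidation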
NADH coupling: blocks coupling enzymes of NAD/NADH assays | IC50, µM (top dose mostly 10 µM), inactives show at the top dose inhibition | hit rate 0.02% among 65,000 | AID 774 | coupled PK/LDH NADH assays, four targets;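 active = single-dose screening hits from any of four coupled enzyme assays that gave an IC50 when retested across doses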;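 note: the DPM-DC format reads NADH fluorescence rather than 340 nm absorbance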
SF-1 act: activators of human nuclear receptor SF-1 | hit rate 1.9% among 65,000 | activation, % at 10 µM | CHO-K1 Gal4-SF-1 LBD luciferase reporter; % increase over DMSO SF-1-specific signal | Q13285 | AID 522;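 active = activation above the mean activation of all tested compounds plus 3 SD, cut at about 50% in these data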
Target sequence (Q13285 whole entry, looked up, the tested form may be a part): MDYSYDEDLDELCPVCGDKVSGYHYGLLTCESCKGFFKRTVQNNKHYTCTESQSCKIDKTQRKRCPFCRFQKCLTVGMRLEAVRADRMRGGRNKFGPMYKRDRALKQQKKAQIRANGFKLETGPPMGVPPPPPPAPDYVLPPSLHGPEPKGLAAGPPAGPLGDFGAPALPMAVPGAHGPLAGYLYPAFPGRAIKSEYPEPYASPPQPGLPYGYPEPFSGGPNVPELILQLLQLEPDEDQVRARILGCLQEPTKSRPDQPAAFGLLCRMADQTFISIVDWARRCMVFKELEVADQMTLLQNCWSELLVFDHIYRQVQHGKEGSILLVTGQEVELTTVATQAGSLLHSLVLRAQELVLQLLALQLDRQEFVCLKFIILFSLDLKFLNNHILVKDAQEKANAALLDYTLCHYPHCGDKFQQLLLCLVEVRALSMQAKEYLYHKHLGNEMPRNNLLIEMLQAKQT
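Compound – one dose, 10 µM compound, 1% DMSO · Test system – transient Gal4-SF-1 LBD reporter, CHO-K1 · Input – 4,000 cells in each well · Read-out basis – percent activation relative to DMSO median and mock-transfected background · Replicates – single measurement per compound · Technique – steady-glow luciferase luminescence, read after 15 min reagent incubation · Timing – 20 h compound treatment, 37 °C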
Fluor 339 460: intrinsic fluorescence of library compounds, ex339/em460 – biochemical, MLSMR library, data from DPM-DC assay, artefact control, profiling panel; compound autofluorescence, ex339/em460 nm, NADH buffer; hits give high values; 1 = no-compound wells, NADH background; fluorescence fold increase at 10 µM; hit rate 5.5% among 65,000;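 active = at 10 µM, mean starting fluorescence two-fold or more over control wells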;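 note: signal is the first read of a kinetic run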
* = called active by the depositor; / = not tested or not shown. Outcome played no part in choosing rows; any-hit rate near 8.9%.

| SMILES | TNAP act mid DEA | Abs 340nm | NADH coupling | MMP13 inh | 5-HT1A blocker | 5HT1a ag | Fluor 339 460 | RORA act | SF-1 act |
| --- | --- | --- | --- | --- | --- | --- | --- | --- | --- |
| CC(C)(C)NC(=O)Cn1nnc(-c2cccs2)n1 | 1 | 0.99 | 3.0% | -0.1 | -9.0 | -0.3 | 1.02 | 28.5 | 28.8 |
| CCOC(=O)c1c(C)oc2cc(Br)c(OC(=O)N3CCOCC3)cc12 | 1 | 0.97 | 3.0% | -1.1 | 7.7 | -0.5 | 1.1 | -11.6 | -3.2 |
| CCC(C)Sc1nc2c(c(=O)[nH]c(=O)n2C)n1CCc1ccccc1 (configuration not stated) | / | 1.02 | 5.0% | -2.3 | -7.7 | 0.8 | 1.07 | -0.4 | -0.4 |
| O=C(CSc1nc(NS(=O)(=O)c2ccccc2)cc(=O)[nH]1)Nc1ccc(F)cc1 | 0.9 | 1.01 | 3.0% | -5.0 | 3.0 | -1.7 | 1.07 | -0.2 | 1.8 |
| CC1CCCN(c2nc3ccsc3c(=O)s2)C1 (configuration not stated) | 1 | 1.06 | 2.0% | -3.7 | 0.9 | 0.9 | 1.13 | 60.3* | 39.5 |
| Cc1ccc2[nH]c(=O)c(C(c3nnnn3CCc3ccccc3)N3CCOCC3)cc2c1 (configuration not stated) | 0.8 | 0.99 | 3.0% | -2.7 | 6.4 | -4.0 | 1.33 | 5.6 | -14.5 |
| O=C(NCC(c1ccc(F)cc1)N1CCOCC1)c1ccc(Br)o1 (configuration not stated) | 0.9 | 1.03 | 5.0% | 1.3 | 2.5 | -0.5 | 1.1 | 13.2 | 19.3 |
| O=C1CCC(=O)N1CCCCCc1nc(-c2ccccc2)no1 | 0.9 | 1.01 | 4.0% | 0.7 | 2.2 | -0.5 | 1.15 | 41.2 | 41.1 |
| O=C(NCC1CCCO1)C1CCN(S(=O)(=O)c2cccc3cccnc23)CC1 (configuration not stated) | 0.9 | 0.97 | 4.0% | -3.2 | 11.9 | -1.4 | 1.02 | 30.8 | -6.3 |
| CCCN1C2CCCC1CC(NC(=O)c1ccccc1OCC)C2 (configuration not stated) | 1 | 0.98 | 7.0% | 0.5 | -12.1 | 0.0 | 1.06 | 4.7 | -1.3 |
| CCn1nc(-c2ccccc2)c2nc3ccccc3nc21 | 1 | 1.05 | 12.0% | 8.1 | 10.6 | -2.0 | 2.38* | -14.5 | -16.4 |
| COC(=O)[C@H](C)NC(=O)Nc1ccc(Oc2ccccc2)cc1 | 1 | 0.99 | 8.0% | 6.4 | -15.6 | -5.5 | 1.11 | -1.5 | 4.2 |

One compound at a time, from the list above. Order of screens: TNAP act mid DEA	Abs 340nm	NADH coupling	MMP13 inh	5-HT1A blocker	5HT1a ag	Fluor 339 460	RORA act	SF-1 act
CCC(C)Sc1nc2c(c(=O)[nH]c(=O)n2C)n1CCc1ccccc1 (configuration not stated) in the list: /	1.02	5.0%	-2.3	-7.7	0.8	1.07	-0.4	-0.4
CC(C)(C)NC(=O)Cn1nnc(-c2cccs2)n1 in the list: 1	0.99	3.0%	-0.1	-9.0	-0.3	1.02	28.5	28.8

Next part:
| SMILES | TNAP act mid DEA | Abs 340nm | NADH coupling | MMP13 inh | 5-HT1A blocker | 5HT1a ag | Fluor 339 460 | RORA act | SF-1 act |
| --- | --- | --- | --- | --- | --- | --- | --- | --- | --- |
| COc1ccc(C)cc1NC(=O)c1[nH]c(C)c(C(C)=O)c1C | 1.1 | 1.06 | 2.0% | 2.8 | 15.1 | 43.5* | 1.04 | -2.7 | 4.4 |
| Cc1nnc(NC(=O)CSc2nnc(Cc3cccn3C)n2-c2cccc(C(F)(F)F)c2)s1 | 1 | 1.02 | 1.0% | 2.4 | -6.6 | -1.7 | 1.1 | 8.7 | 31.5 |
| COC(=O)c1cccc(S(=O)(=O)N2CCC(n3nnc4cc(F)ccc43)CC2)c1 | 0.8 | 1 | 6.0% | 0.7 | 5.2 | -0.3 | 1.03 | 2.9 | -6.2 |
| CC(=O)c1sc(NC(=O)c2ccccc2F)nc1C | 1 | 1.13 | 5.0% | -3.1 | 1.3 | -0.9 | 1.06 | -5.5 | 27.1 |
| C=CCn1c(SCC(=O)c2ccc(CNC(C)=O)o2)nc2scc(C3CC3)c2c1=O | 1 | 1.05 | 4.0% | 2.4 | 3.8 | -1.3 | 1.09 | -0.2 | -15.4 |
| COC(=O)C(C)n1cnc2c(nnn2-c2cccc(Cl)c2)c1=O (configuration not stated) | 0.9 | 1.03 | 4.0% | 1.3 | -1.3 | -1.1 | 1.04 | 13.9 | -16.3 |
| CC(=O)N(c1ccccc1)c1c(F)c(F)c(F)c(F)c1F | 0.9 | 1.05 | 0.0% | -1.4 | 3.1 | 0.1 | 1.09 | 5.6 | 16.7 |
| CCOC(=O)N1CCN(c2nc(C)c3c(n2)CC(C)CC3=O)CC1 (configuration not stated) | 1 | 0.99 | 7.0% | 2.6 | 7.3 | -0.4 | 1.06 | 5.0 | 11.0 |
| Cc1ccccc1C(=O)N1CCN(c2nc(N3CCOCC3)nc(N3CCOCC3)n2)CC1 | 0.9 | 1.03 | 4.0% | 6.8 | 7.3 | -2.3 | 1.07 | -19.6 | 9.4 |
| CC(=O)Nc1ccc(S(=O)(=O)N2CCN(c3cc(C)ccc3C)CC2)cc1 | 0.9 | 1.08 | 5.0% | 1.5 | 23.5 | -1.5 | 1.07 | -1.1 | -22.9 |
| CN(Cc1ccccc1)c1nnc(N)s1 | 0.9 | 1.04 | 5.0% | -4.2 | 0.2 | -1.7 | 1.06 | -14.2 | -21.7 |
| Cc1nnc(SCC(=O)Nc2ccc(Oc3ccccc3)cc2)n1N | 0.9 | 0.98 | 7.0% | 4.8 | -6.5 | -2.9 | 1.08 | 1.7 | 4.6 |
| CCN1C(=O)/C(=C/N2CC(C)CC(C)C2)SC1=S (configuration not stated) | 0.9 | 1 | 5.0% | 2.2 | -8.3 | 0.2 | 1.1 | -15.4 | 8.0 |
| COc1ccccc1NC(=O)CCNC(=O)Cn1ccc2ccccc2c1=O | 0.9 | 1.03 | 4.0% | 1.6 | 0.5 | -0.1 | 1.08 | 3.2 | -11.1 |
| Nc1nc2nonc2nc1N1CCCCC1 | 0.9 | 1.07 | 4.0% | 1.5 | -8.6 | 0.2 | 0.96 | 8.2 | 19.7 |
| CCC(=O)Nc1ccc(C(=O)CSc2nnc(CNc3ccc(Cl)cc3)o2)cc1OC | 1 | 0.97 | 3.0% | -0.2 | -6.4 | 2.0 | 1.05 | -5.1 | -5.2 |
| O=C1NC(=O)C(CC(=O)N(c2ccccc2)C2(C(=O)NC3CCCC3)CCCCC2)N1 (configuration not stated) | 0.8 | 1.01 | 8.0% | 3.7 | 0.2 | -1.0 | 1 | -3.5 | 0.2 |
| CSc1nc(N)nc(SCC(=O)c2ccc(C)cc2)c1C#N | 0.9 | 1.06 | 2.0% | 3.6 | 8.0 | 1.8 | 1.16 | 25.9 | 12.8 |
| COc1cccc(S(=O)(=O)Nc2ccc(C(=O)NCc3ccco3)cc2)c1 | 0.9 | 1.04 | 5.0% | 3.6 | -5.0 | -2.8 | 1.04 | -2.0 | 5.4 |
| CC1CCCN(Cc2nc3c(c(=O)n(C)c(=O)n3C)n2CCc2ccccc2)C1 (configuration not stated) | / | 1 | 5.0% | 1.5 | 2.1 | -2.7 | 1.1 | -5.2 | 2.7 |
| CCOc1cc(C2CC(=O)NC3=C2C(=O)C(C(=O)OC)C(C)C3)cc(Br)c1O (configuration not stated) | 0.9 | 1.02 | 5.0% | 9.2 | -0.5 | 0.2 | 1.08 | -1.7 | -22.5 |
| CC1CCc2nn(CC(=O)NCc3ccc4c(c3)OCO4)cc2C1 (configuration not stated) | 0.8 | 0.99 | 4.0% | 2.2 | 9.4 | 0.8 | 1.03 | -8.2 | 1.7 |
| CCC1Oc2ccc(C)cc2N(CC(=O)NCCN2C(C)CCCC2C)C1=O (configuration not stated) | 1 | 1.01 | 8.0% | -6.0 | 4.1 | -3.3 | 0.94 | 22.3 | -7.1 |
| CC(C(=O)NCc1ccccn1)N1C(=O)c2ccccc2C1=O (configuration not stated) | 1 | 1.04 | 7.0% | 2.9 | -2.5 | 0.1 | 1.11 | -4.1 | -17.5 |
| CCCn1c(SCCc2ccccc2)nc2c1c(=O)[nH]c(=O)n2C | 0.9 | 1.05 | 2.0% | 1.2 | -30.8 | -1.0 | 1.13 | 4.1 | 10.1 |
| Cn1c(SCc2nnc(-c3ccccc3Br)o2)nc2sc3c(c2c1=O)CCC3 | 1 | 1 | 7.0% | -2.2 | -5.2 | 1.6 | 1.07 | -32.0 | -13.7 |
| COc1ccccc1C1/C(=C(/O)c2ccc(OC(C)C)cc2)C(=O)C(=O)N1c1cc(C)on1 (configuration not stated) | 0.9 | 1.09 | 5.0% | 4.7 | / | 3.0 | 1.06 | -3.4 | 10.3 |
| N#C/C(=C\c1c(N2CCC(C(N)=O)CC2)nc2ccccn2c1=O)S(=O)(=O)c1ccccc1 | 0.9 | 1.04 | 0.0% | -5.6 | / | 0.9 | 1.08 | -4.0 | 5.3 |
| O=C(COc1ccc(Cl)cc1Cl)Nc1ccccn1 | 0.9 | 1.06 | 0.0% | 2.2 | -1.3 | -0.6 | 1.07 | 12.9 | 19.1 |
| Cc1c(C(=O)NCc2ccoc2)oc2ccc3c(c12)C(=O)CC(C)(C)O3 | 0.9 | 1.01 | 4.0% | -20.0 | 1.6 | 0.6 | 1.65 | 71.2* | 73.0* |
| Cc1cc(NS(=O)(=O)c2ccccc2)c(C)c(Cl)c1O | 1 | 1.02 | 14.0% | 1.5 | 14.7 | -3.6 | 1.05 | -15.8 | -15.5 |
| CN(C)S(=O)(=O)N1CCN(CC(=O)Nc2cc(Cl)ccc2Cl)CC1 | 0.9 | 1.01 | 2.0% | -2.6 | -15.8 | -5.3 | 1.05 | -6.3 | -15.5 |
| CCc1nnc(NC(=O)C2CC(=O)N(c3ccc(C)cc3)C2)s1 (configuration not stated) | 0.9 | 0.99 | 3.0% | 6.0 | 9.4 | 1.0 | 1.04 | 0.7 | -7.3 |
| NC(=O)c1c(NC(NC(=O)c2ccco2)(C(F)(F)F)C(F)(F)F)sc2c1CCCC2 | 0.9 | 0.99 | 6.0% | -1.3 | 7.7 | -0.1 | 1.13 | 1.9 | 4.6 |
| COc1cccc(-c2nc(C(N)=O)c3[nH]c(=O)n(-c4ccccc4)c3n2)c1OC | 1 | 1.08 | 4.0% | -3.4 | -27.2 | -0.1 | 1.06 | -9.6 | -15.4 |
| CCOC(=O)Cc1csc(NC(=O)C2C3C=CC(C3)C2C(=O)O)n1 (configuration not stated) | 0.9 | 1.03 | 5.0% | 1.1 | -11.8 | -1.3 | 1.21 | -5.4 | 0.5 |
| Cc1ccc(-c2nnc(SCC(=O)N3CCCc4ccccc43)n2N)cc1 | 0.9 | 1.01 | 10.0% | 0.0 | -13.0 | -0.5 | 1.01 | -0.9 | 5.6 |
| CC(C)c1ccc(O)c(N)c1 | 0.9 | 1.04 | 3.0% | 8.2 | / | -2.7 | 0.94 | -5.9 | -9.5 |
| Nc1nnc(CC(=O)N2CCCCC2)s1 | 0.9 | 1 | 5.0% | -1.3 | 5.7 | 0.9 | 1.14 | -21.7 | -6.3 |
| O=C(NCCC1=CCCCC1)c1ccc(CN2CCOCC2)cc1 | 0.9 | 1 | 6.0% | 7.5 | 2.6 | -0.5 | 1.09 | 96.0* | 39.9 |
| O=C(O)CCCC(=O)Nc1ccccc1C(=O)O | 0.9 | 1 | 6.0% | -2.5 | -4.5 | -0.4 | 1.09 | 9.5 | 0.1 |
